AmpC det inh: inhibitors of E. coli AmpC beta-lactamase with detergent; Potency, µM (highest dose often 28.7 µM), inactives show at the highest dose activity change, negative = inhibition; AID 584; purified AmpC, nitrocefin hydrolysis with detergent; P00811; actives 0.09% (n = 71,000); active means well fitted curve in the direction sought with a large enough effect
Target sequence (P00811 whole entry, looked up): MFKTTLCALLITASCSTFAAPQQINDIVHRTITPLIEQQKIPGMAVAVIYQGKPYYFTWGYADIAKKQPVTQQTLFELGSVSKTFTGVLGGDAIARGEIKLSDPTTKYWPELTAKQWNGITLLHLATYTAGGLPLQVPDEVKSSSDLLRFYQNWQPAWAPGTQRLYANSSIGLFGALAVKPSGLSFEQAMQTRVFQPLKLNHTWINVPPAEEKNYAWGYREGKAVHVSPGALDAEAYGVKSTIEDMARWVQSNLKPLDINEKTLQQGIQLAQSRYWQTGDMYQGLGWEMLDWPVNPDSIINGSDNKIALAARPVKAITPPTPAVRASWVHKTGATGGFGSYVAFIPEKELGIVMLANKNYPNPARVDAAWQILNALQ
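E. coli AmpC (5.3 nM) in 20 mM phosphate pH 7.0 with 0.01% Triton X-100, preincubated 15 min RT with compound; nitrocefin (2 uL of 800 uM stock) hydrolysis followed by 480 nm absorbance every 20 s over 4 min.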
Starred values were filed as active, the others as inactive; & = joins results of further samples; [ ] = another dose, or the depositor's remark. On the % scale 0 is the no-effect control and ±100 the full control effect; potency means the concentration at half of the fitted maximal effect.

canonical_smiles | AmpC det inh
COc1ccc(-n2c(SCC(=O)Nc3cc(C)on3)nc3c(c2=O)SCC3)cc1 | 10%
O=C(Nc1ccccc1C(=O)OCc1nnc(-c2ccccc2)o1)c1ccco1 | 0%
CCOCCCNc1ccc(-c2ccccc2)nn1 | 1%
Cc1nc2nc(C)c(CCC(=O)NCCCN3CCN(c4cccc(Cl)c4)CC3)c(C)n2n1 | -4%
CN1CCN(C2=Cc3ccccc3Oc3ccc(Cl)cc32)CC1 | -2%
CCOC(=O)N1CCN(C(=O)C2CCCN(Cc3nc(-c4ccc(Cl)cc4)oc3C)C2)CC1 (configuration not stated) | 14%
COc1cccc(N2CCN(C3OC(=O)c4ccccc43)CC2)c1 (configuration not stated) | -2%
COCCn1c(-c2ccc(OC)c(OC)c2)nc2ccccc21 | -1%
CC(C)c1nnc(NC(=O)c2cnccn2)s1 | -6%
Cc1ccc(S(=O)(=O)c2c(N)n(NC(=O)c3ccco3)c3nc4ccccc4nc23)cc1 | -4%
CCOc1ccc(S(=O)(=O)Nc2nc3ccccc3nc2N2CCN(C)CC2)cc1 | 13%
CC(=O)Nc1ccc(C(=O)CSc2ncn(-c3ccccc3)n2)cc1 | 3%
COc1ccc(CNc2ccc3cn[nH]c3c2)c(OC)c1OC | 4%
O=C(CN1CCN(Cc2ccccc2)CC1)c1c[nH]c2ccccc12 | -1%
CCC(CC)NC(=O)c1n[nH]c(=O)c2ccccc12 | -3%

Further structures
canonical_smiles | AmpC det inh
Cc1cc(Cl)ccc1OCCCC(=O)NC1CCN(C)CC1 | -3%
O=S1(=O)NC(=NCc2ccccc2)c2ccccc21 | 0%
CCCn1c(=O)[nH]c(=O)c2[nH]cnc21 | -7%
COc1ccc(/C=N/n2cc(-c3ccccc3)nc2N)cc1 | 1%
CC1Cc2nc(SCC(=O)NCc3ccco3)n(-c3ccccc3)c(=O)c2S1 (configuration not stated) | 6%
c1c2c(cc3sc(N4CCCCC4)nc13)OCO2 | 17%
COc1ccccc1NC(=O)COc1ccc(C(=O)OCC(=O)N2CCCC2=O)cc1OC | -3%
O=C1c2ccccc2C(Nc2ccc(F)c(Cl)c2)N1c1ccccn1 (configuration not stated) | 13%
CC(C(=O)NCC1CCCO1)N(C(=O)c1snc(C(N)=O)c1N)c1cccc(F)c1 (configuration not stated) | 1%
CC(=O)c1cccc(NS(=O)(=O)N2CCCCC2)c1 | -4%
Cc1nc2cnc(Oc3ccccc3)nc2n(C)c1=O | 0%
O=C(Oc1ccccc1C(=O)N1CCOCC1)c1ccccc1 | -2%
CN1CCN(c2ccc3ccccc3n2)CC1 | -3%&-2%
O=C(Nc1nncs1)Oc1ccccc1 | -3%
CCOC(=O)c1c(C)[nH]c(C(=O)COC(=O)c2ccncc2)c1C | 10%

Additional compounds.
canonical_smiles | AmpC det inh
Nn1c(Nc2ccccc2)nc2ccccc21 | 1%
COc1ccc(N(C)C(=O)CCS(=O)(=O)c2cccc3nonc23)cc1 | -4%
CC1CCN(C(=O)C2CCC(CNS(=O)(=O)c3cccc4cccnc34)CC2)CC1 (configuration not stated) | 8%
CN=c1scc(C)n1/N=C/c1ccc(O)cc1 | -2%
CC(C)C(c1nnnn1Cc1ccco1)N1CCN(C2CCCC2)CC1 (configuration not stated) | 13%
CN1CCN(c2ncncc2-c2ccc(N(C)C)cc2)CC1 | 6%
CCN1C(=O)/C(=C2/Sc3ccccc3N2CCCS(=O)(=O)O)SC1=S | -4%
Cc1csc2nc3ccccc3c(=O)n12 | -4%
O=C(NCc1ccncc1)C12CC3CC(CC(C3)C1)C2 | -1%
C=CCOC(=O)C1=C(C)NC(=O)NC1C1CC=CCC1 (configuration not stated) | -1%
COc1ccc(-c2csc(N3CCN(C(=O)c4ccco4)CC3)n2)cc1 | 9%
Cc1cccc(-c2noc(CN(C(=O)c3ccc(Br)o3)C(C)C)n2)c1 | -1%
CCOC(=O)N1CCN(C(=O)C(C)(C)Oc2ccc(Cl)cc2)CC1 | 8%
Cc1cc(NCCCN2CCOCC2)n2ncc(-c3ccccc3)c2n1 | 0%
CN(C)S(=O)(=O)c1ccc2oc(SCC(=O)NCC(F)(F)F)nc2c1 | 10%

Continued:
canonical_smiles | AmpC det inh
Cc1csc2ncc(C(=O)NCc3ccco3)c(=O)n12 | -3%
COc1ccc(Cc2nccc3cc(OC)c(OC)cc23)cc1OC | -2%
O=C(CCN1CCc2ccccc2C1)Nc1ccccc1F | -2%
CCSc1nc2ccccc2n1CCC(=O)O | -4%
O=C(Nc1ccccc1)N1CCCN(Cc2ccccc2F)C1 | -1%
COc1ccccc1N(CC(=O)NC1CCCC1)C(=O)CCC(=O)Nc1cc(C)on1 | 10%
CCOC(=O)C(NC(=O)c1ccc(OC)cc1)(OCC1(CC)COC1)C(F)(F)F (configuration not stated) | -7%
COc1ccc(NC(=O)c2cc(-c3cc(C)ccc3O)n[nH]2)cc1Cl | -3%
COc1ccccc1-c1nc(NCc2cccs2)c2ccccc2n1 | 6%
Cn1c(=O)n(Cc2ccc(F)cc2)c(=O)c2c1nc1n2CCCN1Cc1ccccc1 | 12%
CCCS(=O)(=O)N1CCN(Cc2ccc(OCc3ccccc3)c(OC)c2)CC1 | -3%
CCOC(=O)N1CCN(C(=O)c2cccc(NC(=O)c3ccco3)c2)CC1 | -5%
O=C(Nc1nn(Cc2ccccc2F)cc1Br)c1cccs1 | -1%
O=C(COc1ccc(Cl)cc1Cl)NC(=O)N1CCCCC1 | -5%
CC(C)[C@H](CO)Nc1nc(Nc2cccc(Cl)c2)c2ncn(C(C)C)c2n1 | 13%&-7%

The last two records of the part above lead into the next.
canonical_smiles | AmpC det inh
O=C(COc1ccc(Cl)cc1Cl)NC(=O)N1CCCCC1 | -5%
CC(C)[C@H](CO)Nc1nc(Nc2cccc(Cl)c2)c2ncn(C(C)C)c2n1 | 13%&-7%
O=C(c1cnn2c1NC(c1ccc(Br)cc1)CC2C(F)(F)F)N1CCN2CCCC2C1 (configuration not stated) | -4%
O=c1c(O)c(-c2cccc(O)c2)oc2ccccc12 | 0%
O=C(Cn1cnc2sc(-c3ccccc3)cc2c1=O)NCc1ccco1 | 18%
CCOc1cc(C)c(Cl)cc1S(=O)(=O)n1nnc2ccccc21 | -6%
COc1cccc(N2C(=O)NC(=O)C3(Cc4cc(C)ccc4N(C)C3)C2=O)c1 (configuration not stated) | -3%
CC(C)(C)NC(=O)c1sccc1C(=O)O | 12%
O=C(c1cc(C(F)(F)F)cc(C(F)(F)F)c1)N1CCC[C@@]2(CCN(Cc3ccncc3)C2)C1 | -2%
COc1ccc(NC(=O)CNc2cccc(C#N)c2)cc1Cl | -3%
O=c1nc2n(c3c4c(sc13)CCC4)CCC2 | -4%
Nc1nc2c3ccccc3nc(C3CC3)n2n1 | -4%
COc1ccccc1-n1nnnc1S(=O)(=O)Cc1ccc(Cl)cc1 | 1%
COC(=O)[C@@H](NC(=O)Nc1ccccc1F)C(C)C | -1%
Cc1ccc(C)c(S(=O)(=O)NC(CC(C)C)C(=O)O)c1 (configuration not stated) | 10%
Cn1ccnc1SCC(=O)N(C1CCCCC1)C1CCCCC1 | 0%
Fc1cccc2sc(Nc3nnc(-c4ccccc4)o3)nc12 | -1%

A draw from above in order of length of the SMILES, low to high:
canonical_smiles | AmpC det inh
O=c1nc2n(c3c4c(sc13)CCC4)CCC2 | -4%
Fc1cccc2sc(Nc3nnc(-c4ccccc4)o3)nc12 | -1%
COC(=O)[C@@H](NC(=O)Nc1ccccc1F)C(C)C | -1%
Cc1ccc(C)c(S(=O)(=O)NC(CC(C)C)C(=O)O)c1 (configuration not stated) | 10%
CCOc1cc(C)c(Cl)cc1S(=O)(=O)n1nnc2ccccc21 | -6%
O=C(Cn1cnc2sc(-c3ccccc3)cc2c1=O)NCc1ccco1 | 18%
O=C(c1cc(C(F)(F)F)cc(C(F)(F)F)c1)N1CCC[C@@]2(CCN(Cc3ccncc3)C2)C1 | -2%

Following part
canonical_smiles | AmpC det inh
O=C(O)c1cc2ccc3ccccc3c2[nH]1 | 8%
CC(=O)Nc1nc(CC(C)C)cc(-c2ccco2)c1C#N | 21%
COc1ccccc1N1CCNCC1 | -2%
O=C(CC1Oc2ccccc2NC1=O)NCc1ccc(Cl)cc1 (configuration not stated) | 13%
COC(=O)Cn1cc(C(=O)OC)c2ccccc21 | -7%
COc1ccc(-c2nnn(CC(=O)N(CC(=O)NCCC(C)C)Cc3cccs3)n2)cc1OC | -1%
Cc1c(NC(=O)C(C)OC(=O)CC2Sc3ccccc3NC2=O)c(=O)n(-c2ccccc2)n1C (configuration not stated) | 28%
COC(=O)C1C2C=CC3(CN(CC4CCCO4)C(=O)C13)O2 (configuration not stated) | 12%
O=C1OCCC1Sc1nc2ccccc2[nH]1 (configuration not stated) | -4%
COc1cccc(-c2cc(C(=O)Nn3cnnc3)c3ccccc3n2)c1 | 12%
Cn1c2ccccc2c2c(C(=O)NCc3ccco3)cn(C3CCCCC3)c(=O)c21 | -4%
CNc1ccc(O)cc1 | 8%
O=C(O)C1CCN(S(=O)(=O)c2cccnc2)CC1 | 8%
O=C(CN1C(=O)C2C3C=CC(C3)C2C1=O)NCCc1ccccc1 (configuration not stated) | -3%
Cc1ccc(S(=O)(=O)N2CCC(C(=O)Nc3ccccc3N3CCCCC3)CC2)cc1 | 3%

Next part
canonical_smiles | AmpC det inh
CCC(C)(C)NC(=O)CC(c1ccc(OC)cc1)n1cccc1 (configuration not stated) | -4%
CCCC/C=C/C(NC(=O)CCc1ccccc1)c1ccccc1 (configuration not stated) | -1%
CCOC(=O)N1CCN(C(=O)CSc2nnc(-c3ccc(C(C)(C)C)cc3)o2)CC1 | 4%
COc1ccc(-c2noc(CCC(=O)N3CCN(c4cc(C)ccc4C)CC3)n2)cc1 | -7%
COc1ccc(N2CCN(c3ncnc4c3cnn4-c3ccc(C)cc3C)CC2)cc1 | -5%
c1cncc(CNc2nc(-c3cccnc3)nc3ccccc23)c1 | 5%
O=C(CCC1COc2ccccc2O1)NCC1COc2ccccc2O1 (configuration not stated) | -4%
CC(C)(C)c1nc2scc(-c3cccs3)c2c(=O)o1 | -1%
Nc1c(NCCC2=CCCCC2)c(=O)[nH]c(=O)n1Cc1ccccc1 | -5%
O=C1C2[C@@H](c3ccccc3)N[C@@H](c3ccccc3)C1[C@H](c1ccccc1)N[C@H]2c1ccccc1 | -6%[5.75 µM]
O=C(NCc1ccccc1Cl)c1cnn2cccnc12 | -3%
CCCn1c(CNc2ccccc2O)nc2ccccc21 | -1%
Cc1ccn2cc(C(=O)Nc3ccc4c(c3)OCCO4)nc2c1 | -4%
CCC(=O)Nc1c(C(=O)N2CCCCCC2)cnn1-c1ccc(C)c(C)c1 | -1%
CCN(CC)S(=O)(=O)c1ccc(Cl)c(C(=O)NC)c1 | -2%

Next compounds.
canonical_smiles | AmpC det inh
COc1ccc(NC(=O)CN(C)S(=O)(=O)c2cccs2)cc1 | 5%
COCCn1nnnc1CN1CCC(Cc2ccccc2)CC1 | 2%
CCOC(=O)N1CCC(Nc2c(N3CCN(c4cc(Cl)ccc4C)CC3)c(=O)c2=O)CC1 | 12%
CCN(CC)S(=O)(=O)c1cccc(C(=O)Oc2cccnc2)c1 | -3%
CCc1cccc(NC2c3ccccc3C(=O)N2c2cccnc2)c1 (configuration not stated) | 9%
COc1ccccc1CN1CCN(C(=O)COc2ccccc2)CC1 | -4%
CC1CCN(C(c2ccc(N(C)C)cc2)c2nnnn2Cc2ccccc2)CC1 (configuration not stated) | 5%
Cc1cc(-c2ccccc2)nc(=O)[nH]1 | -5%
O=C(c1ccc(-c2nnc(-c3ccccc3)o2)cc1)N1CCCCCC1 | -1%
COCCCn1c(SCC(=O)NC2CCCCC2)nnc1-c1ccncc1 | -6%
Cc1cc(C)c(C(N)=O)c(Nc2cccc(Cl)c2C)n1 | 0%
CCOC(=O)C(C(C)=O)c1nc(C)nc2c1nnn2Cc1ccccc1Cl (configuration not stated) | 13%
C[C@@H](C(=O)Nc1ccc2ccccc2c1)[C@@H]1C[C@@]1(C)[C@@H](NC(=O)c1cccnc1)c1ccccc1 | -2%
CCOc1ccccc1CNC(=O)C1CCC(=O)N1C(C)C (configuration not stated) | -1%
CC(C)=CCc1c(C)nc2ccccc2c1C(=O)O | 2%

Carrying on:
canonical_smiles | AmpC det inh
Cc1cc(C(=O)NCc2cccs2)c(C)o1 | -2%
CCOC(=O)CSc1nc2cc(C(=O)NCc3ccco3)ccc2c(=O)n1-c1ccc(F)cc1 | 10%
CC(=O)N1C[C@@H]2C[C@H](C1)c1cccc(=O)n1C2 | 2%
COc1ccc(OC)c(N(CC(=O)N2CCN(c3cc(Cl)ccc3C)CC2)S(C)(=O)=O)c1 | -5%
O=c1cc(NCc2ccc3c(c2)OCO3)[nH]c(=O)n1-c1ccc(Cl)cc1 | -4%
O=C1CC(c2ccco2)Cc2nc(Nc3ccc(F)cc3)ncc21 (configuration not stated) | -1%
COc1cc2cc(CN(C(=O)NC3CCCCC3)C3CCCC3)c(=O)[nH]c2cc1OC | 9%
COc1cccc(Cn2c(=O)c(-c3cccs3)nc3cncnc32)c1 | -3%
O=C(NCCCN1CCCCC1)C1(S(=O)(=O)c2ccc(Cl)cc2)CC1 | 14%
Cn1c(-c2ccc3c(c2)OCO3)cc(=O)c2ccccc21 | -1%[12.8 µM]
COCCNC(=O)C1CC(=O)N(C2CCCCC2)C1 (configuration not stated) | 22%
COc1ccccc1N(CC(=O)Nc1ccccc1C)S(C)(=O)=O | -4%
CN1C(=O)c2ccccc2C(C(=O)O)C1c1cccc(F)c1 (configuration not stated) | 9%
Cn1c(SCC(=O)Nc2ccc(F)cc2)nnc1-c1cccnc1 | 6%
COC(=O)c1c(C)[nH]c(C(=O)COC(=O)Cc2ccc3c(c2)OCCO3)c1C | -5%
COc1ccc(C2C(C(N)=O)=C(C)Nc3nc(-c4ccccc4Cl)nn32)c(OC)c1 (configuration not stated) | 7%
Cn1c(CNc2ccccn2)c(C#N)c2ccccc21 | 0%

High-throughput results as filed in PubChem.

The list is partial; the hit share may differ from the screen's.
